Source: PubChem
N370S GC = qHTS Assay for Inhibitors and Activators of N370S glucocerebrosidase as a Potential Chaperone Treatment of Gaucher Disease. N370S GC spleen homogenate, 4MU-glucoside fluorescence. Potency, µM (doses to about 59.4 µM), without a hit: top-dose activity change, negative = inhibition, hits mostly inhibitors. actives 0.092% (n = 330,000);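 note: 0% = full enzyme activity and -100% = no enzyme basal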
FEN1 inh = qHTS Assay for the Inhibitors of Human Flap endonuclease 1 (FEN1) | P39748 | Recombinant FEN1 flap cleavage, fluorescence, 15 min | Potency, µM (top dose mostly 114 µM), inactives show top-dose activity change, negative = inhibition, actives largely listed as inhibitors | actives 0.35% (n = 390,000) | AID 588795, 2011; note: nearly all actives have a fitted effect of over 65% in size
Target sequence (P39748 whole entry, looked up): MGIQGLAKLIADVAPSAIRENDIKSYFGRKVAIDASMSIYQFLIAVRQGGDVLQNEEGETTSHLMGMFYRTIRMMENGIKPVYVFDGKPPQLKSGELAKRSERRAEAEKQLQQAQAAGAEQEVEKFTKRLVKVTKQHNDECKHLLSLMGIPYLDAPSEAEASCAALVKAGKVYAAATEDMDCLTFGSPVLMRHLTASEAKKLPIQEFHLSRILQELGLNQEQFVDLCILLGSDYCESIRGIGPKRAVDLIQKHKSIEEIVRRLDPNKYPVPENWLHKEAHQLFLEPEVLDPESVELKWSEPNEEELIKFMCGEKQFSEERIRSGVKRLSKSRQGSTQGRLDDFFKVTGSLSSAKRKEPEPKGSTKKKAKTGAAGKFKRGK
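With each library titrated from low to high concentration, compounds met 10 nM FEN1 for 15 min at room temperature before 50 nM substrate was added; readings at 0 and 15 min fed four-parameter Hill curve fits.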
TDP1 inh = qHTS Assay for Inhibitors of Tyrosyl-DNA Phosphodiesterase (TDP1); recombinant TDP1, AlphaScreen DNA substrate cleavage; actives 0.28% (n = 350,000); Tyrosyl-DNA phosphodiesterase 1 (Homo sapiens), Q9NUW8; AID 485290, 2010; Potency, µM (highest dose often 130 µM), for inactives: top-dose activity change, negative = inhibition, actives largely listed as inhibitors; note: nearly all actives have a fitted effect of over 40% in size
Target sequence (Q9NUW8 whole entry, looked up): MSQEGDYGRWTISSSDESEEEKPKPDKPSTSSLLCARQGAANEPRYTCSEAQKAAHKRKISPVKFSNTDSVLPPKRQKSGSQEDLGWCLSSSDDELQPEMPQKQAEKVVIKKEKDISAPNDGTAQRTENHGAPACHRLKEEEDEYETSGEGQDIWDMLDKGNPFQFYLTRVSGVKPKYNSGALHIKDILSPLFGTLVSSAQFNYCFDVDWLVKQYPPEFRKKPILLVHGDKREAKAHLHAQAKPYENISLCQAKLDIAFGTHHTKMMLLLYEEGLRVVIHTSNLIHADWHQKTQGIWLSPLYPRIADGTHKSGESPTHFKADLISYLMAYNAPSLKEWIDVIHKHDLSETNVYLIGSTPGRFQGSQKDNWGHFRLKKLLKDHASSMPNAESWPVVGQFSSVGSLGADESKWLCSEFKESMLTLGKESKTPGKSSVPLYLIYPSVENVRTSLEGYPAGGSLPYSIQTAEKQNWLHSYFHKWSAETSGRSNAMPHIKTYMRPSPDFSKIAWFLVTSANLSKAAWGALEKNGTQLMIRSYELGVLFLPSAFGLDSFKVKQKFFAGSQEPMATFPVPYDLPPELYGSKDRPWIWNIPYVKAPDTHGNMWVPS
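Recombinant human Tdp1 (E. coli-expressed, 1 nM final) preincubated with compounds 15 min at room temperature, then 5'-biotin/3'-phosphotyrosine-FITC DNA substrate (15 nM final) added for 5 min. AlphaScreen beads (10 ug/ml final) added 10 min; cleavage lowers signal.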
Starred values were filed as active, the others as inactive; u = inconclusive; x = not tested or not shown; & = joins results of further samples; [ ] = dose if it differs, or a comment. Calls come from the whole dose curve; as a rule, active = well fitted curve in the direction sought with a large enough effect; inconclusive = small, poorly fitted or top-dose-only effect, or another doubt; inactive = no such curve, though single readings can be large; an effect the other way counts as inactive or inconclusive. Unless noted, % is set by controls: 0 for no effect and ±100 for the full control effect; potency is the fitted concentration of half-maximal effect.

The opening two records (preview)
mol	N370S GC	FEN1 inh	TDP1 inh
CCOC(=O)c1c(N2C(=O)C3C4C=CC(O4)C3C2=O)sc2c1CCCC2 (stereo unspecified)	-1%	-14%	7%
COc1cc(NS(=O)(=O)c2cc(Br)cc3c2N(C(C)=O)C(C)C3)cc(OC)c1 (stereo unspecified)	x	-2%	0%

Results (from the top)
mol	N370S GC	FEN1 inh	TDP1 inh
CCOC(=O)c1c(N2C(=O)C3C4C=CC(O4)C3C2=O)sc2c1CCCC2 (stereo unspecified)	-1%	-14%	7%
COc1cc(NS(=O)(=O)c2cc(Br)cc3c2N(C(C)=O)C(C)C3)cc(OC)c1 (stereo unspecified)	x	-2%	0%
COc1ccccc1-c1cc(C(F)(F)F)nc(S(=O)(=O)CCCC(=O)Nc2cc(C)on2)n1	11%	-20%	6%
CC1=NNC(=O)C1CC(=O)N/N=C/C(Br)=C/c1ccccc1 (stereo unspecified)	-3%	17%	6%
COc1ccc(CNC(=O)COC(=O)c2c(NC(C)=O)sc(C)c2C)cc1	x	-2%	1%
CCc1nnc(SCC(=O)Nc2ccccc2)nc1CC	3%	-7%	2%
CC(C)[C@H](NC(=O)c1ccco1)C(=O)OCC(=O)Nc1ccc(Cl)c(S(=O)(=O)N(C)C)c1	17%	-2%	4%
CCc1ccc(NC(=O)CCNS(=O)(=O)c2cccc3nonc23)cc1	4%	2%	1%
Cc1c(C(=O)N2c3ccccc3CC2C)oc2ccccc12 (stereo unspecified)	13%	-15%	-7%
O=C(C1CCCN(S(=O)(=O)c2cccc3nsnc23)C1)N1CCc2ccccc21 (stereo unspecified)	4%	4%	6%
CCOC(=O)c1c(NC(=S)Nc2ccc(OC)cc2)sc2c1CCCCC2	-2%	3%	5%
CCOC(=O)c1c(NC(=O)c2ccc(Cl)s2)sc(C)c1C	-9%	4%	1%
Cc1ccc(CCNC(=O)C23C[C@H]4C[C@@H](C2)CC(n2nnc(C)n2)(C4)C3)cc1	-8%	3%	0%
CC(C)Oc1ccc(CNC(=O)c2ccc(NC(=O)N3CCSc4ncccc43)cc2)cc1	x	-1%	11%
O=C(NC1CCCCC1)c1ccc(CS(=O)(=O)c2ccc(Cl)cc2)o1	-25%	-11%	0%
O=C(Nc1nnc(COc2ccccc2F)s1)Nc1ccccc1F	14%	-8%	x
O=C1NN(c2ccccc2)C(=O)/C1=C\c1ccccc1OCC(=O)N1CCOCC1	-3%	5%	-8%
Cc1ccc(C(=O)NNC(=O)c2csc(N3CCOCC3)n2)o1	1%	-1%	x
CCOC(=O)Cc1csc(NC(=O)c2cc3ccccc3o2)n1	0%	7%	3%
CCCCN=C1NC(=O)C(CC(=O)NCCc2ccc(OC)cc2)S1 (stereo unspecified)	8%	1%	7%
CC(C)OC(=O)c1nnc(Cc2ccc(Cl)cc2)o1	3%	2%	1%
CCC1CCCCN1C(=O)COc1ccc(F)cc1 (stereo unspecified)	-8%	-1%	0%
CC[C@H](C)[C@H](NC(=O)[C@H](CCC(=O)O)NC(=O)[C@@H](N)CO)C(=O)N[C@@H](CCC(N)=O)C(=O)N[C@@H](CC(C)C)C(=O)N[C@@H](CCSC)C(=O)N[C@@H](Cc1cnc[nH]1)C(=O)N[C@@H](CC(N)=O)C(=O)N[C@@H](CC(C)C)C(=O)NCC(=O)N[C@@H](CCCCN)C(=O)N[C@@H](Cc1cnc[nH]1)C(=O)N[C@@H](CC(C)C)C(=O)N[C@@H](CC(N)=O)C(=O)N[C@@H](CO)C(=O)N[C@@H](CCSC)C(=O)N[C@@H](CCC(=O)O)C(=O)N[C@@H](CCCNC(=N)N)C(=O)N[C@H](C(=O)N[C@@H](CCC(=O)O)C(=O)N[C@@H](Cc1c[nH]c2ccccc12)C(=O)N[C@@H](CC(C)C)C(=O)N[C@@H](CCCNC(=N)N)C(=O)N[C@@H](CCCCN)C(=O)N[C@@H](CCCCN)C(=O)N[C@@H](CC(C)C)C(=O)N[C@@H](CCC(N)=O)C(=O)N[C@@H](CC(=O)O)C(=O)N[C@H](C(=O)N[C@@H](Cc1cnc[nH]1)C(=O)N[C@@H](CC(N)=O)C(=O)N[C@@H](Cc1ccccc1)C(=O)O)C(C)C)C(C)C	0%	x	12%
O=C(Cn1cnc2cc([N+](=O)[O-])ccc2c1=O)NCc1ccccc1	-1%	3%	0%
CC(C)CN(C(=O)COC(=O)c1ccc(Br)cc1)c1c(N)n(Cc2ccccc2)c(=O)[nH]c1=O	3%	0%	x
CC(C)CC1NC(=O)N(CC(=O)Nc2cc(F)ccc2F)C1=O (stereo unspecified)	x	-5%	0%
CCCCNC(=O)c1ccc(-n2c(=S)[nH]c3ccccc3c2=O)cc1	-1%	8%	0%
O=C(CNC(=O)c1ccccc1)OC(C(=O)Nc1cc(C(F)(F)F)ccc1Cl)c1ccccc1 (stereo unspecified)	23%	-18%&-15%&-23%	-1%&-1%&3%
CCOc1ccc(S(=O)(=O)N2CCC(C(=O)N3CCCC3)CC2)cc1C	1%	4%	-2%
COc1cccc(NC(=O)Nc2cccn(Cc3ccccc3)c2=O)c1	0%	-22%	2%

The closing 3 records of the part above come first, to join the parts.
mol	N370S GC	FEN1 inh	TDP1 inh
O=C(CNC(=O)c1ccccc1)OC(C(=O)Nc1cc(C(F)(F)F)ccc1Cl)c1ccccc1 (stereo unspecified)	23%	-18%&-15%&-23%	-1%&-1%&3%
CCOc1ccc(S(=O)(=O)N2CCC(C(=O)N3CCCC3)CC2)cc1C	1%	4%	-2%
COc1cccc(NC(=O)Nc2cccn(Cc3ccccc3)c2=O)c1	0%	-22%	2%
CCCOc1ccc(NC(=O)CC2C(=O)N(c3ccc(Cl)cc3)C(=O)N2CCc2ccncc2)cc1 (stereo unspecified)	x	1%	8%
CCc1nnc(NC(=O)CSc2nnc(C3CC3)n2C)s1	-2%	3%	1%
COc1cccc(-c2nnn(CC(=O)NC3CCCC3)n2)c1OC	-3%	0%	-2%
Cc1cc(C)n(-c2nc(C)nc3c2cnn3-c2ccccc2)n1	-26%	-3%	6%
COc1ccc(CCNC(=O)COc2ccc(-c3ccc(C)cc3)cc2)cc1OC	5%	0%	1%
Cc1cc(C(=O)CSc2ccc(Cl)cc2)cc(C)c1OC(=S)N(C)C	3%	2%	-2%
CC(C)Cc1nnc(NS(=O)(=O)c2ccc([N+](=O)[O-])cc2)s1	5%	0%	x
COc1ccc(C)cc1-n1c(SCC(=O)NCC2CCCO2)nc2c([nH]c3ccccc32)c1=O (stereo unspecified)	26%	-3%	3%
Cc1ccc2c(COC(=O)c3n[nH]c4ccccc34)cc(=O)oc2c1	23%	-18%	5%
CC(C)(C)c1ccc(C(=O)Nc2cccc(-n3cnnn3)c2)cc1	4%	22%	1%
COc1ccc(C2=CC(=O)CC(C)(C)C2)cc1OC	x	3%	1%
O=C(COC(=O)Cc1ccc2c(c1)OCCO2)Nc1ccc(S(=O)(=O)N2CCCC2)cc1	-15%	-1%	-1%
COc1ccc(NC(=O)C(NC(C)=O)C(=O)Nc2ccc(F)cc2)cc1 (stereo unspecified)	-22%	-6%	x
CCOc1ccccc1NC1=C(Cl)C(=O)N(Cc2ccccc2)C1=O	14%	-6%	6%
C=CCC(CC)C(=O)NC(=O)N1CCCc2ccccc21 (stereo unspecified)	-10%	6%	-3%
COc1ccc(OC)c(CNC(=O)C2CCN(c3ncnc4c3nc3n4CCCCC3)CC2)c1	x	1%	5%
CN(C)C(=O)c1c([N+](=O)[O-])ncn1C	-5%	0%	0%
CN(C(=O)CC1C(=O)NCCN1Cc1ccccc1F)C1CCOCC1 (stereo unspecified)	5%	-2%	0%
COc1cc(CN2CCCN(C)CC2)cc([N+](=O)[O-])c1O	-6%	5%	x
Cc1ccc(CSC2=NC(C)(C)Nc3ccccc32)c(C)c1	x	-9%	-11%
N#CCCn1cc(C(CC(=O)c2ccc(Br)cc2)C(=O)O)c2ccccc21 (stereo unspecified)	0%	10%	2%
O=C(c1ccc([N+](=O)[O-])o1)N1CCCCCC1	x	0%	-2%
Cc1cccc(C)c1NC(=O)CN(C1CCCCC1)S(C)(=O)=O	2%	10%	2%
O=C(COc1ccccc1Cl)Nc1nc(-c2ccc(F)cc2)ns1	x	-10%	0%
CCOC(=O)N1CCN(S(=O)(=O)c2ccc3c(c2)CCN3C(=O)C2CC2)CC1	x	1%	2%
Cc1cc(C)n(-c2nnc3n2N=C(c2ccccc2)CS3)n1	2%	-1%	5%
CC1=CC(C)(C)[N+](C)(C)c2ccc(C)cc21	-1%	0%	2%
O=C(CC(Cc1ccccc1)c1ccco1)NCc1ccco1 (stereo unspecified)	1%	-1%	0%
CCN(CC(=O)Nc1ccc(OC)cc1)C(=O)CCS(=O)(=O)c1ccc(C)cc1	-1%	0%	0%
COc1ccc2sc(-c3ccc(N(C)C)cc3)c(C#Cc3cncn3C)c2c1	x	-21%	9%
Cc1cccc(NC(=O)N2CCCc3ccccc32)c1C	1%	-4%	2%[56.1 µM]
COc1ccccc1CNC(=O)CCc1nc2ccccc2c(=O)[nH]1	19%	2%	1%
COc1ccc(C2CC2/C(=N/O)c2ccccn2)cc1 (stereo unspecified)	0%	-1%	-3%
Cc1ccc(C[n+]2cc(-c3ccc(Cl)cc3)n3c2CCC3)cc1	-6%	11%	10%
CCOC(=O)c1c(NC(=O)COC(=O)Cc2n[nH]c(=O)c3ccccc23)sc(C(=O)N(C)C)c1C	0%	3%	x
O=C1CCN(Cc2ccccc2)CCN1CCSc1ccccc1	2%	17%&4%	x
O=C(O)c1ccc(CSc2nnc(-c3cccnc3)n2-c2ccc(Br)cc2)cc1	4%	16%	3%
COc1ccc(NC(=O)c2ccc(-c3ccc(-c4noc(C)n4)cc3C)cc2)cc1OCCN(C)C	u	x	21%
O=C(CNC(=O)C1CCCCC1)OCc1ccccc1	x	-6%	0%
COc1ccccc1NC(=O)CC(=O)CSc1nnc(-c2ccc(C)cc2)n1C	-25%	0%	3%
Cc1c(C(=O)Nc2ccc(C(=O)Nc3ccccc3)cc2)cccc1[N+](=O)[O-]	3%	-13%	15%
CC(=O)Nc1ccc(S(=O)(=O)NCCC(=O)N2CCc3ccccc32)cc1	4%	5%	12%
CCCn1nnnc1-c1cccc(Cl)c1	4%	4%	4%
COC(=O)c1ccc(NC(=O)CCC(=O)c2ccc(F)cc2)cc1	-1%	1%	x
CC(=C/c1ccccc1)/C=N/N1CCN(Cc2ccc(C)cc2)CC1	-5%	-4%	1%
Cc1c(C(=O)OCC(=O)N2CCC(C)CC2)oc2ccccc12	-3%	-1%	x
CN(Cc1ccccc1F)C(=O)CN1CCN(S(=O)(=O)c2ccc3c(c2)OCCCO3)CC1	x	-15%	0%
COc1ccc2c(c1OC)CN(C)CCc1cc3c(cc1C(O)C2)OCO3 (stereo unspecified)	-1%	-3%	5%
COc1ccc(C)cc1S(=O)(=O)N1CCc2ccccc2C1	6%	-4%	x
COc1cccc(NC(=O)Cn2c3ccccc3c3nc4n(c(=O)c32)CCCS4)c1	-2%	-8%	2%

Next section:
mol	N370S GC	FEN1 inh	TDP1 inh
COc1ccc(S(=O)(=O)Nc2cccc3c2O[C@H](CN(C)CC2CCCCC2)[C@@H](C)CN([C@H](C)CO)C3=O)cc1	x	-6%	0%
COc1cc(C2C(C(=O)N3CCOCC3)=C(C)NC3=C2C(=O)CCC3)ccc1OC(C)=O (stereo unspecified)	3%	1%	1%
Cc1cccc(NC(=S)NNC(=O)c2ccc(Br)o2)c1	-17%	3%	5%
COc1ccc2cc(C)c(SCC(=O)Nc3cc(C)on3)nc2c1	9%	-2%	0%
CCCNC(=O)COc1coc(CN2CCN(c3ccccc3)CC2)cc1=O	-2%	-7%	3%
COc1cc(C)nc(N2CCC(C(=O)NC3CCCCC3)CC2)n1	-1%	-3%	5%
Cn1cccc1Cc1nnc(SCC(=O)Nc2cccc(Cl)c2)n1-c1ccc(F)cc1	-11%	1%	11%
CCC(Oc1ccccc1F)C(=O)Nc1c(C(=O)c2ccccc2)oc2ccccc12 (stereo unspecified)	x	-1%	-5%
Cc1c(NC(=S)N/N=C\c2ccccc2O)c(=O)n(-c2ccccc2)n1C	-19%	-2%	7%
COC(=O)C(NC(=O)CCc1c(C)nc2ncnn2c1C)C(C)C (stereo unspecified)	6%	-5%	1%
COc1ccc(-c2[nH]c3c(c2-c2c(-n4cccc4)n(C)c(=O)[nH]c2=O)c(=O)[nH]c(=O)n3C)cc1F	x	22%	4%
